Source: PubChem
IDH1 R132H inh: blocks human IDH1 R132H reductase activity. O75874. diaphorase/resazurin fluorescence, 60 min. inhibition, % at 10 µM. 70,000 compounds, 0.18% hits; in the data active = inhibition above about 34%;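 also: 0% = DMSO and 100% = no enzyme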
Target sequence (O75874 whole entry R132H): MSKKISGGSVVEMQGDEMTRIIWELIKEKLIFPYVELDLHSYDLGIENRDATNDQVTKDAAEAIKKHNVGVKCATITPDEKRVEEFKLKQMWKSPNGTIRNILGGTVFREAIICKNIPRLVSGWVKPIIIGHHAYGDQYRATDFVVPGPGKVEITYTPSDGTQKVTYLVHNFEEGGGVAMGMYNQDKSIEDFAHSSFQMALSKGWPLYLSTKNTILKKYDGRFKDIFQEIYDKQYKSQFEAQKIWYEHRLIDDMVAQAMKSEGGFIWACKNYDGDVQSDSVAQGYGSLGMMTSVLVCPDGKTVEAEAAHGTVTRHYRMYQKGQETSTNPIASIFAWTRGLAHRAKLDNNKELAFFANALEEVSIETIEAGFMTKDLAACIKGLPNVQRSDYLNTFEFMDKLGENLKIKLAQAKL
EZH2 inh: blocks human EZH2/PRC2 H3K27 methylation | inhibition, % at 12.5 µM | DELFIA TRF, 1 h | AID 651548 | 57,000 compounds, 0.35% hits;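 active = mean inhibition of replicates at least 50% and every single replicate also reaching 50%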;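 also: dimethyl H3K27 on biotinylated H3 21-44 peptide detected by antibody; plate controls were median neutral control wells for no effect and median positive control wells for full effect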
* hit, by the source's call; . = not tested or not shown. Only part of the results is shown. The share of hits here may be higher or lower than overall.

nr	molecule	EZH2 inh	IDH1 R132H inh
1	C[C@H](CO)N1C[C@H](C)[C@H](CN(C)S(=O)(=O)c2cccs2)Oc2c(NC(=O)C3CCCCC3)cccc2C1=O	.	-0.1
2	C[C@H]1CN([C@@H](C)CO)C(=O)c2cc(NS(=O)(=O)c3ccc(Cl)cc3)ccc2O[C@@H]1CN(C)S(=O)(=O)c1ccccc1	.	-1.1
3	CO[C@@H]1CN(C)C(=O)c2ccc(NC(=O)c3nc4ccccc4s3)cc2OC[C@H](C)NC[C@H]1C	-4	-0.6
4	C[C@@H]1CCCCO[C@H](CN(C)C(=O)c2ccccc2)[C@H](C)CN([C@@H](C)CO)C(=O)c2cc(NC(=O)Nc3ccc(F)cc3)ccc2O1	.	0.8
5	Cc1noc(C)c1NC(=O)Nc1ccc2c(c1)C(=O)N([C@@H](C)CO)C[C@@H](C)[C@@H](CN(C)Cc1ccc(C(F)(F)F)cc1)OCCCC[C@@H](C)O2	.	-2.2
6	O=C(C[C@H]1CC[C@H](NC(=O)NC2CCCCC2)[C@H](CO)O1)NCc1ccc(F)cc1	1	0.0
7	COc1cccc(NC(=O)N[C@H]2CC[C@@H](CC(=O)Nc3ccccc3)O[C@H]2CO)c1	6	0.0
8	c1ccc(C(O[C@@H]2CCCN(CCc3ccc4c(c3)OCO4)C2)c2ccccc2)cc1	48	-0.7
9	CO[C@H]1CN(C)C(=O)c2ccc(NC(=O)C3CCC3)cc2OC[C@@H](C)N(Cc2ccc(F)cc2)C[C@@H]1C	-7	0.4
10	COc1ccc(NC(=O)Nc2cccc3c2O[C@H](CN(C)C(=O)Nc2cccc4ccccc24)[C@@H](C)CN([C@@H](C)CO)C3=O)cc1	.	2.2
11	CCc1nc(SCC(=O)Nc2ccccc2C(=O)OC)n[nH]1	-1	-0.3
12	Cc1ccc(S(=O)(=O)N(C)C[C@@H]2Oc3ccc(NC(=O)CCCCCC(=O)Nc4ccccc4N)cc3C(=O)N([C@@H](C)CO)C[C@H]2C)cc1	-8	-0.2
13	CCOc1ccccc1NC(=O)CSc1nnc(-c2ccco2)n1C	2	-0.2
14	CC(C)NC(=O)N(C)C[C@@H]1OCCCC[C@@H](C)Oc2ccc(NC(=O)c3ccccc3)cc2C(=O)N([C@@H](C)CO)C[C@@H]1C	-12	4.0
15	O=C(C[C@H]1C[C@H]2c3cc(NC(=O)NC4CCCC4)ccc3O[C@H]2[C@H](CO)O1)NCc1cccc(F)c1	-12	0.1

Other structures follow:
nr	molecule	EZH2 inh	IDH1 R132H inh
16	CSc1ccccc1NC(=O)CN(c1cc(C)cc(C)c1)S(C)(=O)=O	.	0.2
17	COc1ccccc1CN(C)C[C@@H]1OCc2cnnn2CCCC(=O)N([C@H](C)CO)C[C@@H]1C	5	2.1
18	CC(=O)N(C)C[C@H]1Oc2cc(-c3ccc(F)cc3)ccc2S(=O)(=O)N([C@H](C)CO)C[C@@H]1C	9	3.2
19	CC(C)c1cn(CC[C@@H]2CC[C@H](NC(=O)C3CCCC3)[C@H](CO)O2)nn1	5	-0.1
20	COCCNC(=O)C[C@@H]1C[C@H]2c3cc(NS(=O)(=O)c4ccc(F)cc4)ccc3O[C@H]2[C@@H](CO)O1	-6	-0.2
21	C[C@H](CO)N1C[C@H](C)[C@H](CN(C)Cc2cccnc2)Oc2cc(C#CC3CC3)ccc2S1(=O)=O	3	.
22	COc1ccc(CN(C)C[C@@H]2Oc3c(NS(=O)(=O)c4ccc(C)cc4)cccc3C(=O)N([C@@H](C)CO)C[C@@H]2C)cc1	-5	-4.6
23	Cc1ccc(/C=N/NC(=O)CCCCCC(=O)NO)o1	13	.
24	C[C@H]1CN([C@@H](C)CO)C(=O)c2cccc(NC(=O)NC3CCCCC3)c2O[C@H]1CN(C)S(=O)(=O)c1cn(C)cn1	.	2.7
25	C[C@@H]1CCCCO[C@@H](CN(C)C(=O)NC2CCCCC2)[C@H](C)CN([C@@H](C)CO)C(=O)c2cc(NC(=O)Nc3ccccc3)ccc2O1	.	0.0
26	C[C@H]1CN([C@@H](C)CO)C(=O)Cc2cc(NS(=O)(=O)c3ccccc3)ccc2O[C@@H]1CN(C)Cc1ccc(Oc2ccccc2)cc1	.	0.1
27	CC(C)NC(=O)Nc1ccc2c(c1)C(=O)N([C@H](C)CO)C[C@@H](C)[C@H](CN(C)Cc1ccc(-c3ccccc3)cc1)O2	-14	-1.1
28	CCC(=O)N(C)C[C@H]1Oc2ncc(C#C[C@@H](C)O)cc2C(=O)N([C@@H](C)CO)C[C@H]1C	.	-0.1
29	C[C@@H]1CN([C@@H](C)CO)C(=O)c2cc(NC(=O)Nc3cccc4ccccc34)ccc2O[C@@H]1CN(C)Cc1ccc(-c2ccccc2)cc1	.	2.5
30	COC(=O)CCCCCCC(=O)N/N=C/c1ccccc1Cl	8	.

Remaining list, next part:
nr	molecule	EZH2 inh	IDH1 R132H inh
31	COc1ccc(NC(=O)N(C)C[C@H]2OCCCC[C@@H](C)Oc3ccc(NC(=O)c4ccncc4)cc3C(=O)N([C@@H](C)CO)C[C@H]2C)cc1	.	1.9
32	C[C@H](CO)N1C[C@H](C)[C@@H](CN(C)C(=O)Nc2ccc(C(F)(F)F)cc2)Oc2ncc(-c3ccc(C#N)cc3)cc2C1=O	-25	0.0
33	C[C@H](CO)N1C[C@H](C)[C@H](CN(C)S(=O)(=O)c2ccc(F)cc2)Oc2ccc(NS(=O)(=O)c3cccs3)cc2C1=O	.	4.4
34	CNC[C@H]1OCCCC[C@@H](C)Oc2ccc(NS(=O)(=O)c3cccs3)cc2C(=O)N([C@@H](C)CO)C[C@H]1C	.	1.4
35	COCC(=O)Nc1ccc2c(c1)OC[C@H](C)N(Cc1cccc(F)c1)C[C@@H](C)[C@@H](OC)CN(C)C2=O	-1	-0.3
36	C[C@H](CO)N1C[C@H](C)[C@@H](CN(C)S(=O)(=O)c2cn(C)cn2)Oc2ccc(NS(=O)(=O)c3ccc(Cl)cc3)cc2C1=O	.	1.6
37	C[C@@H]1CCCCO[C@H](CN(C)C(=O)Nc2ccc(F)cc2)[C@H](C)CN([C@@H](C)CO)C(=O)c2cc(N(C)C)ccc2O1	-10	.
38	CC1=C(C/C=N/NC(=O)c2ccc(C(=O)NO)cc2)C(C)(C)CCC1	8	-0.9
39	COc1ccc(OC)c(S(=O)(=O)Nc2cc3c(C(C)=O)c(C)oc3c3ccccc23)c1	-22	-0.1
40	COc1ccc(Br)c(/C=N/NC(=O)c2ccccn2)c1	9	-0.7
41	COc1ccc(C(=O)Nc2ccc3c(c2)C(=O)N(C)C[C@@H](OC)[C@H](C)CN[C@@H](C)CO3)cc1	-1	0.1
42	CO[C@@H]1CN(C)C(=O)c2cc(NS(C)(=O)=O)ccc2OC[C@H](C)N(C(=O)C2CCC2)C[C@H]1C	-7	0.4
43	C[C@H](CO)N1C[C@H](C)[C@@H](CN(C)CC2CCCCC2)Oc2ccc(NC(=O)C3CC3)cc2C1=O	5	.
44	CCC(=O)N1C[C@H](C)[C@H](OC)CN(C)C(=O)c2cc(NC(=O)c3cnccn3)ccc2OC[C@H]1C	5	0.4
45	C[C@H](CO)N1C[C@H](C)[C@H](CN(C)Cc2ccc(C(=O)Nc3ccccc3N)cc2)Oc2ccc(NC(=O)C3CCCCC3)cc2CC1=O	.	-0.1

Continuation.
nr	molecule	EZH2 inh	IDH1 R132H inh
46	CC(C)NC(=O)N(C)C[C@@H]1Oc2ccc(NS(=O)(=O)c3ccccc3)cc2CC(=O)N([C@@H](C)CO)C[C@@H]1C	1	0.1
47	C[C@@H]1CCCCO[C@@H](CN(C)CC2CCCCC2)[C@H](C)CN([C@H](C)CO)C(=O)c2cc(NC(=O)Nc3ccc(C(F)(F)F)cc3)ccc2O1	.	-0.8
48	CO[C@H]1CN(C)C(=O)c2ccc(NC(=O)Nc3ccc(Cl)cc3)cc2OC[C@@H](C)N(C(=O)Nc2c(C)noc2C)C[C@@H]1C	-4	0.0
49	O=C(C[C@@H]1CC[C@H](NS(=O)(=O)c2ccc(F)cc2)[C@H](CO)O1)NCc1ccc(Cl)c(Cl)c1	-2	0.0
50	Cc1ccc(S(=O)(=O)N[C@H]2CC[C@H](CC(=O)NCCN3CCCCC3)O[C@H]2CO)cc1	7	0.2
51	C[C@H](CO)N1C[C@H](C)[C@@H](CN(C)CC2CC2)Oc2c(NC(=O)c3cnccn3)cccc2C1=O	.	1.6
52	CC(C)NC(=O)N(C)C[C@H]1Oc2ccc(NC(=O)Nc3cccc4ccccc34)cc2CC(=O)N([C@@H](C)CO)C[C@H]1C	-14	-7.0
53	COc1ccc(NC(=O)N(C)C[C@@H]2Oc3ccc(NS(=O)(=O)c4ccccc4)cc3C(=O)N([C@H](C)CO)C[C@@H]2C)cc1	.	-0.9
54	CCN(CC(=O)Nc1cccc2ccccc12)S(=O)(=O)c1ccc2ccccc2c1	13	0.1
55	C=CCN1C(=O)[C@]2(O[C@H](CCO)[C@@H]([Si](C)(C)c3ccc(OC)cc3)[C@@H]2C)c2cc(I)ccc21	42	.
56	O=C(CC1(O)C(=O)N(Cc2ccccc2)c2ccc(Br)cc21)c1ccco1 (stereo not given)	9	-0.3
57	O=C(Nc1ccc2c(c1)[C@H]1C[C@@H](CC(=O)N3CCc4ccccc4C3)O[C@H](CO)[C@H]1O2)c1cccnc1	-1	23
58	O=C1O[C@H](c2ccccc2)[C@H](c2ccccc2)N2[C@H]1[C@@H](C(=O)NC[C@H](O)c1ccccc1)[C@]1(C(=O)Nc3ccc(C#CCCO)cc31)[C@H]2c1ccc(OCCO)cc1	-36	0.2
59	C[C@@H]1CN([C@@H](C)CO)C(=O)Cc2cc(NC(=O)c3ccncc3)ccc2O[C@H]1CN(C)Cc1ccc(-c2ccccc2)cc1	-66	0.5
60	Cc1ccc(S(=O)(=O)N[C@H]2CC[C@@H](CCn3cc(C4CC4)nn3)O[C@@H]2CO)cc1	-10	0.6

Next part
nr	molecule	EZH2 inh	IDH1 R132H inh
61	Cc1ccc(S(=O)(=O)N(C)C[C@@H]2Oc3ccc(NC(=O)Cn4cnnn4)cc3CC(=O)N([C@@H](C)CO)C[C@@H]2C)cc1	.	-3.4
62	O=C(C[C@H]1C[C@@H]2c3cc(NS(=O)(=O)c4ccc(F)cc4)ccc3O[C@@H]2[C@H](CO)O1)NC1CCCC1	-5	0.1
63	CCS(=O)(=O)c1nc2ccccc2n1CCOc1ccc(OC)cc1	-5	-0.8
64	COc1ccccc1S(=O)(=O)N[C@H]1C=C[C@@H](CC(=O)N2CCCCC2)O[C@H]1CO	5	-0.4
65	Cc1cc(SCC(=O)Nc2sc3c(c2C#N)CCCC3)nc2ccccc12	.	1.2
66	CCCN(C)C[C@H]1Oc2cc(-c3ccccc3)ccc2S(=O)(=O)N([C@H](C)CO)C[C@H]1C	-4	2.7
67	COCC(=O)Nc1ccc2c(c1)C(=O)N(C)C[C@@H](OC)[C@@H](C)CN(Cc1ccccc1)[C@@H](C)CO2	-10	0.2
68	C[C@@H]1CN([C@@H](C)CO)C(=O)c2cc(C#C[C@@H](C)O)cnc2O[C@H]1CN(C)CC1CCCC1	.	-0.2
69	CCCN1C[C@@H](C)[C@@H](OC)CN(C)C(=O)c2ccc(NC(=O)c3cccc(F)c3)cc2OC[C@@H]1C	-10	0.0
70	C[C@@H]1CN([C@H](C)CO)C(=O)Cc2cc(NS(C)(=O)=O)ccc2O[C@@H]1CN(C)Cc1ccc2c(c1)OCO2	-2	-6.7
71	COc1ccc(NC(=O)Nc2ccc3c(c2)C(=O)N(C)C[C@@H](OC)[C@@H](C)CN[C@H](C)CO3)cc1	-4	.
72	CC1(C)CC(=O)c2cc(OCC(=O)NCCN3CCOCC3)ccc2O1	7	-0.3
73	C[C@H]1CN([C@@H](C)CO)C(=O)c2cc(-c3ccc(C#N)cc3)cnc2O[C@@H]1CN(C)Cc1ccccn1	2	0.2
74	C[C@H]1CN([C@@H](C)CO)C(=O)c2cccc(NC(=O)NC3CCCCC3)c2O[C@H]1CN(C)C	.	1.1
75	CC(=O)c1ccc(NC(=O)COc2ccccc2C(=O)Nc2cc(C(F)(F)F)ccc2Cl)cc1	-5	-0.6

Next section
nr	molecule	EZH2 inh	IDH1 R132H inh
76	COC(=O)C1=C/c2ccccc2C(C2CC2)N(Cc2ccc(OC)cc2)/C=C\1C(=O)OC (stereo not given)	-5	.
77	CCCC(=O)Nc1ccc2c(c1)OC[C@@H](C)N(C(=O)c1ccncc1)C[C@@H](C)[C@H](OC)CN(C)C2=O	2	0.5
78	O=C(C[C@H]1C=C[C@@H](NS(=O)(=O)c2ccccc2)[C@H](CO)O1)NCc1ccncn1	-4	-0.1
79	C[C@@H]1CN([C@@H](C)CO)C(=O)c2cc(-c3cccc(C#N)c3)cnc2O[C@H]1CN(C)Cc1ccc(F)cc1	0	-0.3
